# Screens from PubChem.
# B2AR arrestin = recruits beta-arrestin to the human beta2-adrenergic receptor; beta-arrestin recruitment to beta2AR, cell-based reporter; Potency, µM (series often up to 46.1 µM), for the others: at the top dose activation, actives largely listed as activators; AID 492947; 0.02% of 330,000 active; P07550;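 note: potency is the fitted concentration of half-maximal effect; 0% = DMSO controls and full agonism = EC100 isoproterenol or metaproterenol; nearly all actives have a fitted effect of over 65% in size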
# Chronic BCR inh = inhibitors of chronic active B-cell receptor signaling; Potency, µM (top dose mostly 46.1 µM), for the others: at the highest dose ratio change, negative = lower green/red ratio, actives largely listed as inhibitors; 0.05% of 340,000 active; ABC-DLBCL IkBa-CBG/CBR reporter, luminescence ratio, 4 h; active = well fitted inhibition curve with a large enough effect in the signal ratio, with a control signal flat, not every such curve was filed as active; inconclusive = small, poorly fitted or top-dose-only effect, or effect the other way, or a change in a side signal; the % refers to the signal ratio;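 note: potency is the fitted concentration of half-maximal effect; plate controls were basal doxycycline-induced cells for no effect and cells given 10 µM MG132 for full effect; MG132 reads +100%, hits lower the ratio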
#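 Concentration-response series (up to 46 uM) were applied to TMD8 dual-reporter cells for 4 h at 37C with doxycycline. Green/red ratio, after filter-overlap correction, defined %Activity; red signal alone was normalised to basal cells and zero luminescence.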
# Giardia kill = Giardia lamblia killing | 0.15% of 340,000 active | activity change, % at 7.66 µM, hits read low | Giardia lamblia trophozoite viability; in the data active = activity change below about -80%; inconclusive = between about -30% and that limit;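 note: parasites exposed to compound for two days anaerobically before the ATP read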
#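 Compounds were tested on trophozoites seeded at 100 cells/well and held 48 hrs at 37 deg C anaerobically. An ATP-based luminescent kit measured the remaining live cells.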
# uPA surface inh = cell surface uPA generation inhibition; cell surface uPA generation assay, qHTS; Potency, µM (titrated, usually from 38.3 µM), for inactives: at the highest dose activity change, negative = inhibition, hits mostly inhibitors; 0.31% of 330,000 active; AID 540303; active = well fitted inhibition curve with a large enough effect; inconclusive = small, poorly fitted or top-dose-only effect; inactive = no such curve, though single readings can be large or run the other way; tested in mouse RAW 264.7 cells; note: potency is the fitted concentration of half-maximal effect; nearly all actives have a fitted effect of over 55% in size
# USP2a inh = USP2a (human) protease inhibition; O75604; USP2 core, Ub-CHOP2 coupled fluorogenic reporter, 485/531; Potency, µM (titrated, usually from 38.3 µM), for inactives: at the highest dose activity change, negative = inhibition, usual class: inhibitors; 0.01% of 330,000 active;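 note: potency is the fitted concentration of half-maximal effect; plate controls were DMSO wells for no effect and full inhibition by NEM control for full effect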
#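 USP2 core (10nM final) preincubated 30min RT with compound in 20mM Tris-HCl pH 8.0, 2mM CaCl2, 2mM beta-mercaptoethanol, 0.05% CHAPS; 25nM Ub-CHOP2 plus 25nM reporter substrate added, fluorescence (Ex485/Em531) read after 60min.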
# FBPA coupling cs = counter-screen for Giardia aldolase inhibitors: coupling enzyme system. coupling enzyme system counterscreen, AmpLite Red fluorescence. activity change, negative = inhibition, % at 58.2 µM, hits read low. 0.67% of 290,000 active. AID 2472; in the data active = activity change below about -30%
#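 Final compound at 57.5 uM, incubated 10 min at RT with coupling enzyme reagent (glyceraldehyde-3-phosphate), then 20 min with substrate and AmpLite Red detection. Fluorescence read at 525/598 nm; tests interference with the coupling assay, not aldolase inhibition.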
# GALK inhibitor = inhibitors of human galactokinase. P51570. Purified GALK, Kinase-Glo residual ATP luminescence. Potency, µM (titrated, usually from 57.5 µM), for inactives: top-dose activity change, negative = inhibition, usual class: inhibitors. 0.007% of 270,000 active. AID 1868; note: potency is the fitted concentration of half-maximal effect
#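 Compounds were pin-transferred into ATP buffer (35 uM final), then GALK plus galactose (5 nM, 100 uM final) was added. After 1 h at room temperature, Kinase-Glo Plus was added and luminescence read after 10 min.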
# KCNH2 3.1 inh = blocks the human KCNH2 3.1 channel isoform; U2OS KCNH2 3.1, thallium flux FluxOr; active compounds read low; activity change, % (tested at about 1.8 µM); 0.95% of 340,000 active;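 active = maximum activity change below -70%; inconclusive = maximum activity change from -70% to -50%; inactive = maximum activity change above -50%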;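 note: thallium influx rate constant from kinetic fluorescence after stimulation buffer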
#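 FluxOr-based Tl+ influx in U2OS cells transduced with KCNH2 3.1 virus; rate constants normalized to DMSO controls.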
# Eya2 inh = inhibitors of human Eya2 phosphatase activity. O00167. Potency, µM (highest dose often 76.9 µM), for the others: at the top dose activity, negative = inhibition, actives largely listed as inhibitors. 0.006% of 330,000 active. recombinant Eya2, OMFP fluorescence dephosphorylation (OMFP is methylfluorescein phosphate). AID 488837; note: potency is the fitted concentration of half-maximal effect
# Target sequence (O00167 whole entry, looked up): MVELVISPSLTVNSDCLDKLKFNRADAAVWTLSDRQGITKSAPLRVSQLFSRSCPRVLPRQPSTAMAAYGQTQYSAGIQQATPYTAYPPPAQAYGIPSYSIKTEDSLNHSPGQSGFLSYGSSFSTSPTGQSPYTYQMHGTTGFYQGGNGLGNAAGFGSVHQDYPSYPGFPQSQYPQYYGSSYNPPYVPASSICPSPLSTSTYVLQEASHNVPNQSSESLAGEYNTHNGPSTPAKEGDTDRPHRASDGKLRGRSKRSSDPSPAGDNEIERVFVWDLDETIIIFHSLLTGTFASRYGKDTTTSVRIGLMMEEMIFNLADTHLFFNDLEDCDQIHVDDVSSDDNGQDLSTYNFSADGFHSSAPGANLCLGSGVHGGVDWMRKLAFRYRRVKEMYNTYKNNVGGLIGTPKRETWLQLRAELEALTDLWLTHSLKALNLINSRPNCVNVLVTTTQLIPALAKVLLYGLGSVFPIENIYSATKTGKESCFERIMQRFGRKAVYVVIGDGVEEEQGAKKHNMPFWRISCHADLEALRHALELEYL
#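 Eya2 protein (added as 0.2 uM solution) was preincubated with compound for 10 min at ambient temperature in 50 mM HEPES pH 7.5, 50 mM NaCl, 5 uM MgCl2, 0.05% BSA, 1 mM DTT. OMFP (added at 50 uM) then reacted 10 min; fluorescence read at 485/525 nm.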
# hERG WT inh = inhibitors of human wildtype KCNH2 potassium channel; U2OS, BacMam KCNH2, thallium flux FluxOr; active compounds read low; activity change, % at 1.84 µM; 0.37% of 340,000 active; AID 720551;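 active = maximum activity change below -70%; inconclusive = maximum activity change between -70% and -50%; inactive = maximum activity change above -50%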
#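 U2OS cells were transduced with wild-type KCNH2 virus (2.03 x 10^8 / mL) for 4 h at room temperature, then cultured overnight at 37 C. Thallium flux was read with FluxOr dye. Rate constants were normalized to DMSO controls.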
# PKM2 activator = increases activity of human pyruvate kinase M2 | purified PKM2, Kinase-Glo ATP luminescence, activation; response scale: 0% is enzyme alone, no compound | Potency, µM (highest dose often 57.5 µM), without a hit: top-dose activation, most hits filed as activators | 0.34% of 260,000 active | P14618; note: potency is the fitted concentration of half-maximal effect; nearly all actives have a fitted effect of over 55% in size
# Target sequence (P14618 whole entry, looked up): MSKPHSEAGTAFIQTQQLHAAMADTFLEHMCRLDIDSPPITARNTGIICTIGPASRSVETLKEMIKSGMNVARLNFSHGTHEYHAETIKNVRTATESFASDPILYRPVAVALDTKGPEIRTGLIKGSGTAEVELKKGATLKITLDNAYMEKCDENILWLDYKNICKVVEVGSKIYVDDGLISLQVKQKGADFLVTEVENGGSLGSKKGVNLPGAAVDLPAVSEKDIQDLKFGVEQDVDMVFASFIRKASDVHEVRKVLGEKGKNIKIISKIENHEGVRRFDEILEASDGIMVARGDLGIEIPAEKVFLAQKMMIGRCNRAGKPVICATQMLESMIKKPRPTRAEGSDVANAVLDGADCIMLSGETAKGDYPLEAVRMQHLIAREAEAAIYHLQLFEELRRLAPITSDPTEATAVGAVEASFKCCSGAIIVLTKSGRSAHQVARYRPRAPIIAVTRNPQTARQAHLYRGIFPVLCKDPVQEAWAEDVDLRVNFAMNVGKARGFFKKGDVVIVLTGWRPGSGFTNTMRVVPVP
#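 hPK-M2, >95% pure; 0.1 mM ADP / 0.5 mM PEP final; imidazole pH7.2 buffer w/ 7 mM MgCl2, 50 mM KCl; 1 h RT; Kinase-Glo lum. Intermediate enzyme activity for dual inhibitor/activator qHTS.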
# Numbers without * were called inactive; ? = inconclusive; nt = not tested or not shown; & = joins results of further samples; [ ] = dose if it differs, or a comment. Unless noted, calls come from the whole dose curve; as a rule, active = well fitted curve in the direction sought with a large enough effect; inconclusive = small, poorly fitted or top-dose-only effect, or another doubt; inactive = no such curve, though single readings can be large; an effect the other way counts as inactive or inconclusive. Unless noted, % is set by controls: 0 for no effect and ±100 for the full control effect.
SMILES,B2AR arrestin,Chronic BCR inh,Giardia kill,uPA surface inh,USP2a inh,FBPA coupling cs,GALK inhibitor,KCNH2 3.1 inh,Eya2 inh,hERG WT inh,PKM2 activator
CN1CCN(C(=O)c2ccc(OCCOc3ccccc3)cc2)CC1,-0.3%,10%,5,-9%,4%,-1,0%,15,3%,-12,-1%[11.5 µM]
CCC(C)c1ccc(OCC(=O)Nc2ccc(CN3CCOCC3)cc2)cc1 (configuration not stated),0.2%,-8%,11,-10%,-2%,nt,-6%,-33,-16%,15,nt
Cc1cc(S(=O)(=O)NCC2CC2)c(Cl)cc1Cl,0.1%,1%,-7,-1%,0%,1,4%,-1,-10%,9,nt
O=C1OCC2=C1C(c1ccc(F)cc1)CC(=O)N2c1ccccc1 (configuration not stated),-0.4%,-2%,nt,nt,1%,3,2%,nt,-7%,nt,9%
O=C(COC(=O)CCC1CCCC1)Nc1ccc(Cl)cn1,-0.2%,4%,-21,5%,3%,0,-4%,-2,-14%,26,-7%
COc1ccccc1-c1sc2cc3c(cc2c1-c1ccc(OCCN2CCOCC2)cc1)OCO3,0.0%,?,-29,17%,-6%,nt,nt,-2,6%,0,nt
COc1ccc(C(=O)N2CCN(c3ccc(N4CCOCC4)nn3)CC2)cc1OC,-0.4%,-4%,13,0%,1%,nt,nt,-14,32%,-1,nt
C/C=C/c1ccc(OCc2cc(=O)n3cc(C)ccc3n2)c(OC)c1,0.1%,?,34[activator],4%,-1%,2,nt,1,11%,-13,-6%
Cc1ccc(-c2nc(-c3cccnc3)sc2CC(=O)Nc2ccc3nc(C)sc3c2)cc1,3.1%,-1%,4,1%,-4%,-3,1%,6,-7%,-13,0%
Cc1nc(CSc2n[nH]c(=O)n2-c2cccc(F)c2)cs1,0.2%,28%,5,5%,2%,0,2%,4,-4%,10,-2%
C=CCOC(=O)C1=C[C@@H](c2ccc(C(F)(F)F)cc2)[C@H](CCCO)[C@@H](OCC)O1,4.2%,0%,-13,7%,3%,-1,-2%,nt,-2%,nt,-3%
C=C1CCc2c([nH]c3ccc(OCC(C)C)cc23)C1=O,-0.3%,-27%,-15,-14%,0%,0,-4%,-11,-8%,2,nt
Cc1cc(-c2nnc(SCC(=O)Nc3cccc(Cl)c3)n2N)n[nH]1,0.3%,-4%,-4,-2%,1%,nt,-4%,-16,-3%,7,nt
CCN1CCCC1CNC(=O)COc1cc(=O)n(C)c2ccccc12 (configuration not stated),-0.6%,-5%,-6,nt,-3%,4,-2%,4,-17%,2,-6%
N=c1scc(-c2ccccc2)n1/N=C/c1ccco1,-0.1%,?,3,2%,-2%,-1,-1%,4,-4%,0,12%

# One compound at a time (already shown). Values in the order: B2AR arrestin	Chronic BCR inh	Giardia kill	uPA surface inh	USP2a inh	FBPA coupling cs	GALK inhibitor	KCNH2 3.1 inh	Eya2 inh	hERG WT inh	PKM2 activator
# Cc1nc(CSc2n[nH]c(=O)n2-c2cccc(F)c2)cs1 as listed: 0.2%	28%	5	5%	2%	0	2%	4	-4%	10	-2%
# C=CCOC(=O)C1=C[C@@H](c2ccc(C(F)(F)F)cc2)[C@H](CCCO)[C@@H](OCC)O1 as listed: 4.2%	0%	-13	7%	3%	-1	-2%	nt	-2%	nt	-3%

# (cont.)
SMILES,B2AR arrestin,Chronic BCR inh,Giardia kill,uPA surface inh,USP2a inh,FBPA coupling cs,GALK inhibitor,KCNH2 3.1 inh,Eya2 inh,hERG WT inh,PKM2 activator
O=C(COc1ccc(S(=O)(=O)N2CCOCC2)cc1)NCc1ccccn1,-0.1%,1%,-9,0%,-1%,nt,1%,nt,-4%,9,-15%
CCOC(=O)Cc1csc(NC(=O)c2ccc(NC(C)=O)cc2)n1,-0.5%,?,-4,1%,0%,-4,0%,11,-4%,3,-5%
CC(C)CC(=O)Nc1sc2c(c1C#N)CC(C)(C)NC2(C)C,0.3%,16%,22,-6%,4%,2,-2%,-14,5%,-3,4%
COc1cc(C2N(c3ccc(F)cc3)C(=O)C3CCCN32)cc(OC)c1OC (configuration not stated),0.0%,1%,5,3%,1%,-5,2%,-3,4%,6,-2%
CC[C@@]1(C(=O)OC)N[C@H](CN(C)C(=O)Nc2ccc(C(F)(F)F)cc2)[C@@H]2C(=O)N(Cc3ccccc3)C(=O)[C@@H]21,-1.3%,2%,13,9%,1%,nt,nt,-44,3%,-5,nt
O=C1CS/C(=N/N=C/c2ccccc2OS(=O)(=O)c2ccccc2)N1,-0.6%,-9%,-13,3%,1%,13,nt,nt,4%,-31,-11%
COc1ccc(S(=O)(=O)N2CCOCC2)cc1C(=O)NCC(c1ccco1)N1CCCC1 (configuration not stated),-0.1%,-3%,-20,9%,3%,nt,nt,6,-4%,14,nt
CN1CCC(CNC(=O)Nc2csc3ccccc23)CC1,0.1%,2%,-4,-1%,-2%,1,13%,5,17%,4,1%
O=C(C#Cc1ccccc1)NCc1ccccc1F,-0.2%,?,0,4%,0%,3,-4%,4,-9%,1,2%
O=C(CN1C(=O)NC2(CCCC2)C1=O)NCC1CCCO1 (configuration not stated),-0.1%,3%,-15,-2%,4%,3,-2%,2,-14%,-2,1%
O=C(NCCCCNC(=O)c1ccc(Br)cc1)c1ccc(Br)cc1,-0.2%,0%,0,0%,4%,3,nt,-6,0%,13,nt
CC(C)(C)OC(=O)NCCCCCNC(=O)c1nc[nH]c1C(=O)N1CCc2ccccc2C1,0.1%,-1%,1,2%,1%,nt,nt,-1,-18%,0,nt
O=C(Nc1nccs1)c1ccc(Br)c(S(=O)(=O)N2CCOCC2)c1,-0.6%,26%,-14,1%,0%,-1,-1%,2,1%,-1,8%
Cc1ccc(S(=O)(=O)CCC(=O)NNC(=O)CN(C)S(=O)(=O)c2ccc(C)cc2)cc1,-0.7%,-1%,50[activator],-3%,-1%,nt,nt,13,-36%,-1,nt
COCC(=O)Nc1ccc(Br)cc1C,-0.2%,-1%,-3,3%,3%,2,-1%,9,1%,-8,1%
C=CCn1sc(N)c(C(=O)OCC)c1=S,-1.7%,3%,5,-1%,4%,1,8%,2,3%,32,8%
O=C(N[C@@H](Cc1ccccc1)C(=O)CCl)OCc1ccccc1,-0.1%,?,10,?,2%,nt,nt,14,-6%&1%,-7,nt
Cc1cc(Cl)ccc1OCC(=O)N/N=C/c1ccc(OC2OC(CO)C(O)C(O)C2O)cc1 (configuration not stated),-1.5%,0%,3,1%,1%,3,0%,15,9%,-1,0%
O=C(CN1C(=O)C2CC=CCC2C1=O)Nc1nnc(SCc2ccc(Cl)cc2)s1 (configuration not stated),-0.2%,5%,-2,-4%,-2%,10,2%,13,2%,-24,-3%
COc1cccc(N2C(=O)/C(=C\c3cccs3)NC2=S)c1,0.2%,-8%,-13,-1%,0%,1,14%,19,4%,14,0%
CCc1ccccc1N(C)S(=O)(=O)c1ccc(-c2cc(C)no2)s1,0.0%,?,19,?,1%,nt,-11%,1,-15%,-26,nt
COC(=O)c1ccc(CSC2=NC[C@@H]3[C@@H]4C(=O)N(Cc5ccccc5)C(=O)[C@@H]4[C@](C)(C(=O)OC)N23)cc1,-1.6%,0%,11,-9%,-1%,nt,nt,23,7%,2,nt
Nc1ccc(C(=O)N/N=C2\CCCc3c2[nH]c2ccccc32)cc1,-0.3%,?,7,3%,0%,-2,-2%,-40,-5%,3,1%
CC(C)(C)C1=Nn2c(nnc2-c2ccccc2F)SC1,0.1%,-1%,2,nt,0%,5,-1%,8,4%,-2,-2%
CCC(c1nnc(SCC(=O)Nc2ccc(Cl)cc2C(F)(F)F)n1C1CCCCC1)N(C)C (configuration not stated),0.1%,0%,8,11%,0%,-1,-1%,-1,-8%,-7,-9%
CCN(CC)c1ccc(C2CC(=O)Nc3cc(OC)c(OC)cc32)cc1 (configuration not stated),0.1%,-3%,10,4%,0%,0,7%,-8,1%,9,4%
COc1ccc2nc(N3CCCCC3)c(C#N)cc2c1,0.2%,?,-8,-2%,4%,-33*,6%,3,7%,3,14%

# Reformatted: entries from further up.
smiles	B2AR arrestin	Chronic BCR inh	Giardia kill	uPA surface inh	USP2a inh	FBPA coupling cs	GALK inhibitor	KCNH2 3.1 inh	Eya2 inh	hERG WT inh	PKM2 activator
O=C(CN1C(=O)C2CC=CCC2C1=O)Nc1nnc(SCc2ccc(Cl)cc2)s1 (configuration not stated)	-0.2%	5%	-2	-4%	-2%	10	2%	13	2%	-24	-3%
CCc1ccccc1N(C)S(=O)(=O)c1ccc(-c2cc(C)no2)s1	0.0%	?	19	?	1%	nt	-11%	1	-15%	-26	nt
O=C(N[C@@H](Cc1ccccc1)C(=O)CCl)OCc1ccccc1	-0.1%	?	10	?	2%	nt	nt	14	-6%&1%	-7	nt
CCN(CC)c1ccc(C2CC(=O)Nc3cc(OC)c(OC)cc32)cc1 (configuration not stated)	0.1%	-3%	10	4%	0%	0	7%	-8	1%	9	4%
CCC(c1nnc(SCC(=O)Nc2ccc(Cl)cc2C(F)(F)F)n1C1CCCCC1)N(C)C (configuration not stated)	0.1%	0%	8	11%	0%	-1	-1%	-1	-8%	-7	-9%
